Compound activity from PubChem.
Yeast superoxide = lowers age-related superoxide in aged yeast cells. S. cerevisiae aged cells, superoxide DHE fluorescence; hits give low values. superoxide response (% of plate mean), % at 10 µM. hit rate 0.18% among 330,000. AID 2690;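 active = superoxide response under a set limit, about three screen SD below normal, cut at about 65% in these data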;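 also: yeast aged for seven days with compound at 30 °C before DHE staining; 100% = average MFI of all compound-treated wells on the plate with controls excluded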
LAP4-GFP MLPCN = modulators of TOR pathway LAP4-GFP in S. cerevisiae; S. cerevisiae LAP4-GFP multiplex, flow cytometry GFP, 3 h; median GFP as percent of DMSO wells; GFP response vs DMSO, % at 10 µM; hit rate 0.34% among 320,000; AID 2023;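 active = GFP response vs DMSO above a set limit, about the screen mean plus 3 SD, cut at about 150% in these data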
proCasp7 act = activates human procaspase-7, counter-screen for procaspase-3 activators; activation, % at 8.5 µM; recombinant procaspase-7, Ac-DEVD-pNA absorbance 405 nm; D23A/D198A/D206A triple mutant, cannot self-cleave; scale: DMSO 0, 5 µM enzyme 100; hit rate 0.093% among 330,000; P55210;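 active = percent activation above the screen-wide mean plus 3 SD, cut at about 25% in these data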
Target sequence (P55210 whole entry D23A/D198A/D206A): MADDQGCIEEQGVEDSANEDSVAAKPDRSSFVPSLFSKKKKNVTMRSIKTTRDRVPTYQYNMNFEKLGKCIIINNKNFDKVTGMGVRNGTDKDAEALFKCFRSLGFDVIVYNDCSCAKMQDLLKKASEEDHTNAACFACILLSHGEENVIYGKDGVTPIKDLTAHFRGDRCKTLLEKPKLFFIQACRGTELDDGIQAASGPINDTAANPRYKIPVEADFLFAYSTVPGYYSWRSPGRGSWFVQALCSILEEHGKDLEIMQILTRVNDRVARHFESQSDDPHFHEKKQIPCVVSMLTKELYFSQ
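Detection: p-Nitroaniline absorbance at 405 nm, read at 0 and 120 min; system: Uncleavable procaspase-7 mutant enzyme; evaluation: % activation from two-timepoint absorbance difference, scaled to controls; times: 1 h enzyme–compound preincubation and 2 h substrate reaction, both 25 °C; buffer or medium: Zinc-free HEPES pH 7.4 with 300 mM NaCl, 0.01% Triton X-100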
RPL19A TOR yeast = modulators of TOR pathway RPL19A-GFP in S. cerevisiae | S. cerevisiae RPL19A-GFP strain, flow cytometry, 3 h; hits give low values | percent response vs DMSO, % at 10 µM | hit rate 0.3% among 330,000;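 active = percent response vs DMSO below 50%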;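 also: median channel GFP fluorescence of the barcoded RPL19A-GFP strain; ratio of sample median GFP to plate DMSO average so 100% = DMSO; lower means less RPL19A-GFP as with rapamycin TOR inhibition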
AHR act = human AHR activation; activation, % at 5 µM; hit rate 2.5% among 320,000; AHR-responsive luciferase reporter cells, luminescence; AID 2796; in the data active = activation above about 47%;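 also: 0% = vehicle wells and 100% = reference agonist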
GASC-1 inh = human JMJD2C demethylase inhibition | Q9H3R0 | GST-JMJD2C(1-420) H3K9me3 demethylation, DELFIA europium | inhibition, % at 2.35 µM | hit rate 0.069% among 330,000 | AID 2099;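 active = more than half of a compound's replicate wells show inhibition beyond 50%, single wells judged on their own value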;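 also: signal counts dimethyl H3K9 product captured on neutravidin plate; 0% = median of DMSO wells and 100% = 0.3 times that DMSO median; strong numbers were not always called active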
Target sequence (Q9H3R0 1-420 limits assumed): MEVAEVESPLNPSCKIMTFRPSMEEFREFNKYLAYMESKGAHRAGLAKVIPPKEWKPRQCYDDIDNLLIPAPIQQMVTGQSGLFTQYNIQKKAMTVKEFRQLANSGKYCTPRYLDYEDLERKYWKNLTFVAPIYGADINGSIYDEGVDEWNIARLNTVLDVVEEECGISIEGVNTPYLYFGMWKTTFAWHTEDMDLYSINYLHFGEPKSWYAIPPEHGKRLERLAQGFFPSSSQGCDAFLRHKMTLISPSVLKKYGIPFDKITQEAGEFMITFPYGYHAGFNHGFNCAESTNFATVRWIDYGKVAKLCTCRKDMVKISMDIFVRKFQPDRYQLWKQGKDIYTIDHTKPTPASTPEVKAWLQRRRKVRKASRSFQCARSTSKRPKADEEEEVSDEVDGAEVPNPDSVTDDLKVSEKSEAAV
MEP2-GFP yeast = yeast TOR pathway MEP2-GFP modulation | S. cerevisiae MEP2-GFP strain, flow cytometry GFP, 3 h; 100% = DMSO control level | GFP response vs DMSO, % at 10 µM | hit rate 0.51% among 330,000 | AID 2016;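 active = GFP response versus DMSO above a set limit, roughly screen mean plus 3 SD, cut at about 180% in these data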;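 also: median GFP fluorescence of the barcode-gated MEP2-GFP cells per well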
proCasp3 act = activates human procaspase-3; AID 463141; hit rate 0.11% among 330,000; recombinant procaspase-3 D3A, Ac-DEVD-pNA absorbance 405 nm; activation, % at 8.5 µM;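 active = activation above the mean of all tested compounds plus 3 SD, cut at about 21% in these data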;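 also: 0% = DMSO alone and 100% = DMSO wells spiked with extra 5 µM PC-3 D3A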
Target sequence (P42574 whole entry D9A/D28A/D175A): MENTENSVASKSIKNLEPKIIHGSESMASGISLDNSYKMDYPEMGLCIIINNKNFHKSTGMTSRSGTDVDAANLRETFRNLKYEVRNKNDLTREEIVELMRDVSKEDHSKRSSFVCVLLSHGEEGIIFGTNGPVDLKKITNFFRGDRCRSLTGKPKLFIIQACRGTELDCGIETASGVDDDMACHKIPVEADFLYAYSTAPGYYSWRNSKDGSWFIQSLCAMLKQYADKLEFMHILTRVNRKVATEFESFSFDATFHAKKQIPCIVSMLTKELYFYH
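Technique: 405 nm absorbance of p-nitroaniline, reads at 0 and 120 min; Test system: Procaspase-3 D3A mutant; Incubation: 1 h enzyme-compound preincubation, then 2 h substrate reaction, 25 °C; Repeats: singlicate, each compound tested once; Benchmarks: low control DMSO wells, high control DMSO plus 5 µM PC-3 D3A.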
Active calls of the source: *; i = inactive; . = not tested or not shown; [ ] = another dose, or the depositor's remark.

item	compound	GASC-1 inh	proCasp3 act	proCasp7 act	Yeast superoxide	MEP2-GFP yeast	AHR act	RPL19A TOR yeast	LAP4-GFP MLPCN
1	COc1ccc([N+](=O)[O-])cc1NC(=O)COC(=O)C1CC1	-2	4	15	106	102	1	102	107
2	Cc1ccc(C)c(SCC(=O)NC(=O)Nc2ccc3c(c2)OCCO3)c1	4	7	5	110	96	7	98	87
3	N#CC(C#N)=Cc1c[nH]c(=O)c(C#N)c1Nc1ccccc1	7	-13	-12	91	266*[may fluoresce violet]	1	61[may fluoresce violet]	104[may fluoresce violet]
4	CC1(C)CN(c2ccccc2)N(C(=O)c2ccc(C#N)cc2)C1=O	-41	6	-1	99	106	-1	101	105
5	CC(C)CCN(CC(=O)NC1CCCC1)C(=O)C(=O)Nc1ccc2c(c1)OCCO2	19	1	2	85	110	-2	104	101
6	CCOc1ccc(/C=C/C(=O)OC(C)C(=O)NC2CCCCC2C)cc1OC (centres undefined)	2	-4	8	97	100	0	101	101
7	Cn1ncc(C#N)c1/N=C/N1CCCC1	2	-4	3	104	113	-3	102	100
8	CCC1=NN(C(=O)CCc2ccc3c(c2)OCO3)C(O)(C(F)(F)F)C1 (centres undefined)	-8	2	8	106	103	45	106	92
9	COc1ccc(Cl)cc1NC(=O)CN(C)CC(=O)Nc1ccc(S(N)(=O)=O)cc1	-5	9	-6	93	101	2	100	87
10	CCOC(=O)C1CCN(S(=O)(=O)c2ccc3c(c2)CC(C)N3C(=O)C2CC2)CC1 (centres undefined)	1	9	3	102	100	2	104	110
11	CCOC(=O)N1CCN(CCC(=O)c2ccc(Cl)cc2)CC1	-1	-5	2	85	98	-5	103	100
12	CCN(CC)S(=O)(=O)c1ccc(OC)c(N)c1	2	5	-5	106	114	-2	105	108
13	Cc1occc1C(=O)N1CCN(C(c2ccccc2)c2ccccc2)CC1	7	1	-1	104	86	1	93	89
14	Cc1ccc(-c2nc(CN(C)C3CCOC3)c(C)o2)s1 (centres undefined)	-2	-3	0	82	96	6	101	85
15	CCCCCCCCCC(=O)NNC(=O)c1c(O)c2ccccc2n(CC)c1=O	-3	11	-1	80	97	0	103	94
16	COc1ccc(Nc2oc(COc3ccc(Cl)cc3)nc2C#N)cc1	-13	-16	-9	109	99	30	97	99
17	N#CC1(c2ccc(NC(=O)c3ccccc3F)cc2)CCCC1	-3	-6	7	83	101	9	100	96
18	O=C1N/C(=N/O)S/C1=C/c1cccnc1	3	12	-1	103	105	5	103	94
19	CC(C)N1CCN(Cc2cccc(-n3cccn3)c2)CC1CCO (centres undefined)	8	-2	1	101	103	4	100	101
20	O=C(CCCN1C(=O)/C(=C/c2cccs2)SC1=S)NNC(=O)c1cccnc1	-1	-14	-11	100	103	22	107	102

Results in sequence from the list:
GASC-1 inh, compounds 2 to 5: 4, 7, -41, 19

Continued:
item	compound	GASC-1 inh	proCasp3 act	proCasp7 act	Yeast superoxide	MEP2-GFP yeast	AHR act	RPL19A TOR yeast	LAP4-GFP MLPCN
21	Cc1nnc(NC(=O)CSc2nc3ccccc3o2)s1	26	7	0	101	107	1	101	103
22	CCOC(=O)C1CCCN(CCC(=O)Nc2cccc(Cl)c2C)C1 (centres undefined)	-1	7	-5	93	102	-3	103	88
23	CSc1ccccc1NC(=O)CN(C)CC(=O)Nc1ccccc1F	13	-2	-4	84	109	1	109	95
24	CC(=Nc1ccc(C)c(C)c1)C1=C(O)CSC1=O	3	-8	-5	104	114	21	108	121
25	CN(CCCCCCN(C)Cc1ccccc1O)Cc1ccccc1O	12	3	4	104	106	-1	103	93
26	CCN(CC)C(=O)C(=O)c1cccn1-c1ccccc1C#N	14	2	3	101	104	-2	105	97
27	Cc1ccc(S(=O)(=O)NCCCCCC(=O)NCCc2ccccc2)cc1	1	-2	10	94	105	-1	105	96
28	Cc1ccc(S(=O)(=O)Nc2ccccc2F)cc1C(=O)OC(C)C(=O)N1CCOCC1 (centres undefined)	-16	3	1	108	101	-1	98	109
29	COc1ccc(Cc2nnc(NC(=O)CS(=O)(=O)c3ccccc3)s2)cc1OC	-11	9	1	90	106	3	104	95
30	O=C(Nc1ccc(NC(=O)c2ccco2)cc1)c1cnccn1	-6	-4	2	99	99	-1	93	92
31	Cc1ccccc1NC(=O)c1ccc2c(c1)N(C)CCS2	8	-1	-4	86	99	15	98	103
32	CCN(CC)C(=O)C(Oc1ccc(C)nc1[N+](=O)[O-])c1ccccc1 (centres undefined)	-2	2	6	104	111	-2	110	111
33	COc1ccc(NCC(=O)Nc2cccc(S(=O)(=O)N3CCCC3)c2)cc1Cl	0	2	-1	95	103	3	96	98
34	COc1ccc(Cn2c(SCc3cc(C)ccc3C)nc3cc(OC)c(OC)cc3c2=N)cc1	10	7	0	103	101	0	95	83
35	O=C1OC(c2ccccc2)c2ccccc21 (centres undefined)	16	-8	11	82	115	-2	101	102
36	COc1ccc(OCc2cccc(C(=O)O)c2)cc1	-5	0	-5	109	105	-7	98	109
37	Cc1ncc(CN2CCC(CO)(CCc3ccccc3)CC2)s1	3	-1	-8	85	97	1	98	106
38	COc1ccc(/C=C2\SC(=S)N(CC(=O)Nc3nnc(C)s3)C2=O)cc1	2	-8	-3	93	92	0	103	119
39	COc1ccc(Br)cc1C(=O)Nc1ccc(C(=O)NCC(C)C)cc1	-3	-7	3	99	103	-10	93	111
40	Cc1cccc(OCc2nnc(-c3ccc(F)cc3)o2)c1	-1	-6	9	91	94	0	96	111
41	CCOc1ccccc1C(c1c(C)n(C)n(-c2ccccc2)c1=O)c1c(C)n(C)n(-c2ccccc2)c1=O	-3	7	1	93	110	1	104	98
42	COc1cc(/C=C2/C(=O)N(c3ccc(C(=O)O)cc3)N=C2C)cc(OC)c1O	1	.	.	96	109	.	105	102
43	COc1cccc(NC(=O)COC(=O)c2nc3nccc(C)n3n2)c1	0	-3	-1	107	105	1	106	102
44	N#Cc1ccccc1	-4	10	9	95	95	0	98	103
45	Cc1cc(N2CCN(CC(O)C(F)(F)F)CC2)c2ccccc2n1 (centres undefined)	3	-8	2	89	101	0	99	98
46	COc1ccc(C)cc1N(CC(=O)NCCSCc1ccco1)S(=O)(=O)c1ccc(C)cc1	9	-14	-11	93	107	0	106	106
47	Oc1ccccc1CNc1cnc2ccccc2c1	3	-3	-7	91	109	49*	104	107
48	Cc1ccc(S(=O)(=O)NC(CC(=O)n2nc(C)cc2C)c2ccccc2)cc1 (centres undefined)	5	5	2	87	104	4	98	102
49	COc1ccc(COc2cc(-c3cccc(OC)c3)nc3ccc(NC(=O)c4ccc(C)cc4)cc23)cc1	5	-4	-11	113	99	12	90	150
50	Nc1nnc(Cc2c[nH]c3ccccc23)s1	-31	-5	0	102	97	39	94	94

11 of the compounds above, in transposed form:
#37 Cc1ncc(CN2CCC(CO)(CCc3ccccc3)CC2)s1
#38 COc1ccc(/C=C2\SC(=S)N(CC(=O)Nc3nnc(C)s3)C2=O)cc1
#39 COc1ccc(Br)cc1C(=O)Nc1ccc(C(=O)NCC(C)C)cc1
#40 Cc1cccc(OCc2nnc(-c3ccc(F)cc3)o2)c1
#41 CCOc1ccccc1C(c1c(C)n(C)n(-c2ccccc2)c1=O)c1c(C)n(C)n(-c2ccccc2)c1=O
#42 COc1cc(/C=C2/C(=O)N(c3ccc(C(=O)O)cc3)N=C2C)cc(OC)c1O
#43 COc1cccc(NC(=O)COC(=O)c2nc3nccc(C)n3n2)c1
#44 N#Cc1ccccc1
#45 Cc1cc(N2CCN(CC(O)C(F)(F)F)CC2)c2ccccc2n1 (centres undefined)
#46 COc1ccc(C)cc1N(CC(=O)NCCSCc1ccco1)S(=O)(=O)c1ccc(C)cc1

assay / compound | 37 | 38 | 39 | 40 | 41 | 42 | 43 | 44 | 45 | 46
GASC-1 inh | 3 | 2 | -3 | -1 | -3 | 1 | 0 | -4 | 3 | 9
proCasp3 act | -1 | -8 | -7 | -6 | 7 | . | -3 | 10 | -8 | -14
proCasp7 act | -8 | -3 | 3 | 9 | 1 | . | -1 | 9 | 2 | -11
Yeast superoxide | 85 | 93 | 99 | 91 | 93 | 96 | 107 | 95 | 89 | 93
MEP2-GFP yeast | 97 | 92 | 103 | 94 | 110 | 109 | 105 | 95 | 101 | 107
AHR act | 1 | 0 | -10 | 0 | 1 | . | 1 | 0 | 0 | 0
RPL19A TOR yeast | 98 | 103 | 93 | 96 | 104 | 105 | 106 | 98 | 99 | 106
LAP4-GFP MLPCN | 106 | 119 | 111 | 111 | 98 | 102 | 102 | 103 | 98 | 106

#47 Oc1ccccc1CNc1cnc2ccccc2c1

assay / compound | 47
GASC-1 inh | 3
proCasp3 act | -3
proCasp7 act | -7
Yeast superoxide | 91
MEP2-GFP yeast | 109
AHR act | 49*
RPL19A TOR yeast | 104
LAP4-GFP MLPCN | 107

Remaining list, next part.
item	compound	GASC-1 inh	proCasp3 act	proCasp7 act	Yeast superoxide	MEP2-GFP yeast	AHR act	RPL19A TOR yeast	LAP4-GFP MLPCN
51	COc1ccc2nc3sc(C(=O)NCc4cccs4)c(N)c3cc2c1	-4	-5	-8	95	101	-5	100	102
52	CCn1cc(C(=O)NCC2CCCO2)c(=O)c2cc(S(=O)(=O)N3CCCCC3)ccc21 (centres undefined)	1	4	4	105	104	-1	102	101
53	CCSc1ncc(Cl)c(C(=O)Nc2ccccc2OC)n1	i	6	-15	100	106	33	108	95
54	Cc1cccc2sc(NC(=O)CN(C)S(=O)(=O)c3cccs3)nc12	0	3	10	109	109	12	100	110
55	CCn1c(NC(=O)c2ccccc2F)c(-c2cccs2)c(=O)c2ccccc21	2	-15	1	98	93	2	96	108
56	O=C(CSc1nc2ccccc2c(=O)n1CCCO)NC1CC1	1	-2	7	79	100	1	102	99
57	COc1cccc(N2CCN(CC(=O)Nc3nc4c(s3)CC(C)CC4)CC2)c1 (centres undefined)	0	5	-7	82	94	2	95	109
58	O=C(CCc1ccccc1)Nc1nnc(-c2ccc3c(c2)OCCO3)o1	0	4	-4	100	98	6	100	95
59	CC(C)N(C(=O)CSc1nc(Cc2ccccc2)nc2ccccc12)C(C)C	-4	0	11	96	112	1	86	87
60	Cc1ccnn1CC(=O)N/N=C/c1cccs1	6	-7	2	86	93	-3	99	82
61	CCOC(=O)N1CCC(Nc2c(N3CCN(c4cccc(C(F)(F)F)c4)CC3)c(=O)c2=O)CC1	3	8	5	84	96	0	99	92
62	COc1ccc([C@H]2CC(=O)C=C(c3ccc4c(c3)OCO4)C2)cc1OC	-1	-2	-7	93	95	14	92	101
63	Cc1nn(C)c(C(=O)N/N=C/c2cccnc2)c1Br	3	0	-2	86	101[may fluoresce green]	5	101[may fluoresce green]	107[may fluoresce green]
64	COC(=O)c1ccc(CN2CCN(C3CCCCC3)C(CCO)C2)cc1 (centres undefined)	-9	4	10	106	151[may fluoresce violet]	-1	98[may fluoresce violet]	101[may fluoresce violet]
65	COc1ccc(N2C(=O)C(F)(F)C2c2ccc(C)cc2)cc1OC (centres undefined)	-12	-5	9	92	103	0	104	112
66	CCOc1cccc(/C=C/c2cc(C(=O)O)c3ccccc3n2)c1OC	2	0	-3	108	114	2	101	103
67	Nc1cc(Cl)c(N)cc1Cl	4	-1	0	109	103	9	99	101

No enrichment for hits; 3.8% or so of the library scored in one or more.
